From PubChem
DNMT1 inh = human DNMT1 methyltransferase inhibitors, primary screen, biochemical, molecular beacon, fluorescence, HinP1I cleavage, uHTS; DNA (cytosine-5)-methyltransferase 1 (Homo sapiens), P26358; 360,000 compounds, 0.83% hits; AID 588458, 2011; inhibition (reported as % activation of signal), % at 10 µM; in the data active = inhibition above about 50%
SKN-1 block = suppressors of acrylamide-induced Pgst-4::GFP reporter in worms, primary screen, SKN-1 inhibitor project, whole organism, uHTS, GFP/RFP fluorescence ratio, strain VP596. C. elegans VP596 Pgst-4::GFP/RFP ratio, 24 h. inhibition, % at 21.8 µM. 360,000 compounds, 0.49% hits;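 active = interference check ratio from 0.5 to 1.5 plus GFP to RFP signal ratio inhibition reaching or exceeding a fixed threshold, cut at about 30% in these data, passing the limit was not always enough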; also: some compounds called inactive have numbers as strong as hits
CendR NRP1 mod = modulators of CendR peptide binding to NRP-1, primary screen, biochemical, fluorescence polarization, uHTS; Neuropilin-1 (Homo sapiens), O14786; FAM-RPARPAR peptide binding to NRP-1; inhibition, % at 25 µM; 360,000 compounds, 0.85% hits; AID 602438, 2012;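 active = inhibition or corrected inhibition above about 18%, plus a signal ratio from 0.5 to 1.5, limit read from the data, passing the limit was not always enough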; also: strong numbers were not always called active
STEP inh = STEP phosphatase inhibitors, primary screen, biochemical, fluorescence intensity, uHTS; recombinant STEP, OMFP fluorogenic substrate; Tyrosine-protein phosphatase non-receptor type 5 (Homo sapiens), P54829; 360,000 compounds, 0.25% hits; inhibition, % at 20 µM;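 active = inhibition at 20 µM, scaled per plate between control wells, above about 37%, limit read from the data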;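 also: 0% = DMSO with enzyme and substrate and 100% = substrate only without enzyme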
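Measure: Control-normalized % inhibition with plate pattern correction | Test system: STEP phosphatase, cell-free reaction | Medium: pH 6.0 Bis-Tris with DTT and Tween 20 | Technique: Fluorescence, 480/540 nm | Times: Reaction 20 min, ambient temperature | Doses: Single compound dose of 20 µM, 1% DMSO final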
Scp1 inh = Scp-1 phosphatase inhibitors, primary screen, biochemical, colorimetric, uHTS; Carboxy-terminal domain RNA polymerase II polypeptide A small phosphatase 1 (Homo …; Recombinant Scp1, phosphopeptide, malachite green phosphate absorbance; inhibition, % at 20 µM; 340,000 compounds, 0.88% hits;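 active = inhibition above about 50% at 20 µM, limit read from the data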;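 also: plate controls were DMSO wells with enzyme for no effect and wells lacking enzyme for full effect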
Target sequence (Q9GZU7 76-261 limits assumed): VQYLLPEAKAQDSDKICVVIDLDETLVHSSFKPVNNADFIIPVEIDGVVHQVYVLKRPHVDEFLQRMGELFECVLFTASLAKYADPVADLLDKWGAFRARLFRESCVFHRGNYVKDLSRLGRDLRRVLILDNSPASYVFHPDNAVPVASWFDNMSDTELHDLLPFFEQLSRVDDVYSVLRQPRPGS
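Test system: SCP-1 catalytic domain; Buffer or medium: Acidic Tris acetate buffer with magnesium and detergent; Also added: Phosphorylated 17-residue peptide substrate; Compound: single 20 µM dose, 1% DMSO; Schedule: enzyme reaction 45 min at room temperature, colour 5 min, stabilisation 30 min; Signal: Phosphate-binding colour reagent, absorbance read at 630 nm.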
LMPTP block = LMPTP phosphatase inhibitors, primary screen, biochemical, fluorescence intensity, uHTS; Low molecular weight phosphotyrosine protein phosphatase (Homo sapiens), P24666; recombinant LMPTP-A, OMFP fluorogenic substrate; inhibition, % at 20 µM; 360,000 compounds, 0.22% hits; AID 651560, 2012;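 active = compounds that cut the enzyme signal by at least half of the control window in the single-dose screen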;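 also: plate controls were DMSO wells with enzyme plus substrate for no effect and substrate without enzyme for full effect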
Target sequence (P24666 whole entry, looked up): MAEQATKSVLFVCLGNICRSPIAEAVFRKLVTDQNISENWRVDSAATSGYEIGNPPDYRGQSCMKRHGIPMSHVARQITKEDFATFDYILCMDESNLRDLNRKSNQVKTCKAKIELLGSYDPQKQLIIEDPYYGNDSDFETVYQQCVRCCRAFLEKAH
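Buffer or medium: Bis-Tris pH 6.0, DTT, detergent; Assay system: LMPTP-A enzyme; Quantity: 0.625 nM enzyme; Detection: endpoint fluorescence intensity; Times: 50 min dark incubation at room temperature; Controls: substrate-only low control, DMSO enzyme-plus-substrate high control; Doses: single 20 µM dose; Read-out: percent inhibition versus substrate-only and uninhibited controls; Reagent: 400 µM OMFP.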
NadD block = inhibitors of S. aureus NadD, primary screen, biochemical, colorimetric, uHTS. Nicotinate-nucleotide adenylyltransferase NadD (Staphylococcus aureus N315). purified NadD enzyme, colorimetric absorbance read-out. inhibition, % at 20 µM. 360,000 compounds, 0.78% hits; in the data active = inhibition above about 26%; also: some compounds past the cut are filed as inactive
MT1-MMP act inh = blockers of MT1-MMP proenzyme processing, primary screen, HT1080 RFP-PRO-GFP cells, GFP/RFP fluorescence; GFP/RFP ratio change, % at 20 µM; GFP/RFP ratio fluorescence, overnight; percent of plate control window, DMSO zero; AID 651647, 2012; Matrix metalloproteinase-14 (Homo sapiens), P50281; 360,000 compounds, 0.061% hits;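 active = GFP/RFP ratio change of at least 30% with cell ATP level not reduced by more than half and red fluorescence within 50% of control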; also: strong numbers were not always called active
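Assay system: HT1080 cells carrying an RFP-PRO-GFP reporter | Dosing: Single dose of 20 µM compound, 1% DMSO final | Incubation: Cells overnight before dosing, compound overnight, 37 °C, 5% CO2 | Evaluation: GFP/RFP fluorescence ratio | Control set: DMSO and RFP-L50D-GFP cell wells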
SUMO1-SIM PPI = modulators of SUMO1 protein-protein interactions, primary screen, biochemical, uHTS; AID 602429, 2012; inhibition, % at 20 µM; 360,000 compounds, 0.33% hits; SUMO1 binding to a labelled peptide, TR-FRET, 1 h; in the data active = inhibition above about 37%
Target sequence (P63165 whole entry, looked up): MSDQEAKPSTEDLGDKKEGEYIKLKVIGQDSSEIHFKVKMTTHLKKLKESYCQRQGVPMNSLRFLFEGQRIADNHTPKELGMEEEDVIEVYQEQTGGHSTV
Rpn11 inh = Rpn11 (PSMD14) deubiquitinase inhibitors, primary screen, biochemical, fluorescence polarization, uHTS. 26S proteasome non-ATPase regulatory subunit 14 (Homo sapiens), O00487. human 26S proteasome, Ub4-pepOG fluorescence polarization; 20S core pre-blocked with epoxomicin. calls only at 20 µM. 360,000 compounds, 0.59% hits;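 active = inhibition at 20 µM, scaled to each plate's controls, above about 33%, limit read from the data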
Target sequence (O00487 whole entry, looked up): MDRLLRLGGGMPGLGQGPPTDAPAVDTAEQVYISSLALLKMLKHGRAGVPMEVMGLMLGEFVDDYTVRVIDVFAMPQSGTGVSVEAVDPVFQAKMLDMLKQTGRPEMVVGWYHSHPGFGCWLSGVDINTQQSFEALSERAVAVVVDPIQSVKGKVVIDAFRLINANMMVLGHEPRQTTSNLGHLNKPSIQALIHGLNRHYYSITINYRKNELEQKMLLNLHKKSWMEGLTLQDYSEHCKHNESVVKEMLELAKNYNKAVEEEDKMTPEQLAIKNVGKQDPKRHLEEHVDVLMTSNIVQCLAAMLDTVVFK
* hit, by the source's call; i = inactive; x = no result given.

SMILES	DNMT1 inh	SKN-1 block	CendR NRP1 mod	STEP inh	Scp1 inh	LMPTP block	NadD block	MT1-MMP act inh	SUMO1-SIM PPI	Rpn11 inh
CCCOc1ccc(CNC(=O)c2ccc3nc(N4CCOCC4)sc3c2)cc1	0.2	-1.7	6.7	-1.5	-7.4	0.2	-1.9	2.4	2.0	i
CC(=O)OCCCNc1cc(Sc2ccc(Cl)cc2)c2nonc2c1[N+](=O)[O-]	-5.2	7.9	-10.6	4.9	4.4	0.8	7.2	-13.9	-21.4	i
Cc1ccc(C(C)(C)C)c(OCCCn2ccnc2)c1	10.4	15.5	8.2	3.1	-7.8	-2.9	-7.0	-5.9	-6.2	i
Cc1cc(C)nc(NC2=NCC(=O)N2c2cc(Cl)cc(Cl)c2)n1	2.7	4.3	2.3	-4.3	-13.1	-2.0	0.3	4.5	1.0	i
CC(=O)NCCc1nc2ccccc2n1CCOc1ccc(C)cc1	-0.8	-13.3	0.0	-2.6	-14.0	2.7	-4.3	1.9	0.2	i
CC(Oc1ccccc1)C(=O)N=C1SC2CS(=O)(=O)CC2N1CCc1ccccc1 (stereo not given)	-5.3	4.5	3.2	1.8	-2.5	0.2	-3.7	-3.8	-0.8	i
CCN(CC)CCCN(C(=O)c1ccc(Br)cc1)c1nc(-c2ccc(OC)cc2)cs1	5.4	-13.3	-2.0	0.6	6.0	0.4	-3.5	-7.7	-5.1	i
COc1ccccc1C(=O)NN(C)C1=NS(=O)(=O)c2ccccc21	-2.1	16.7	19.7*	-2.2	-13.1	-1.9	-5.1	-2.9	1.7	i
COc1ccc(-n2cc(C(=O)c3ccccc3O)cn2)cc1	-1.4	-0.4	1.3	-0.6	-12.9	1.7	-8.0	3.1	-0.3	i
CC(Sc1nnc(-c2ccccc2F)n1C1CC1)C(=O)N1CCCC1 (stereo not given)	-0.4	-11.0	-29.0	-1.2	-5.0	-1.2	-2.2	-0.3	-2.3	i
COCCCNC(=S)N/N=C/c1ccc2ccccc2c1	-2.1	-0.8	0.9	1.0	3.1	0.4	-2.0	-3.0	-14.2	i
CC(=O)Nc1ccc(NC(=O)C2CCN(C(=O)NC3CCCCC3)CC2)cc1	-0.1	14.6	3.6	-0.5	-3.4	-0.1	-8.7	1.2	5.9	i
CN1CCc2c(sc3c2c(=O)n(-c2ccccc2)c2nncn32)C1	3.5	19.8	5.2	-2.1	-7.4	-1.9	-16.6	-0.9	-16.1	i
CCOc1ccc(CCNC(=O)CN2C(=O)CCSc3ccccc32)cc1OCC	-2.9	-1.6	4.6	-1.7	-12.3	-1.8	-6.7	-2.8	-4.7	i
COc1nc(Nc2cccc(C)c2)nc(N2CCCCC2)n1	0.6	9.3	-6.7	5.9	-17.8	1.7	8.9	1.4	9.5	i
OC[C@@H]1CN(Cc2ccc(F)cc2)C[C@H](n2cnc3c(NC4CCCC4)ncnc32)O1	-3.1	0.1	1.5	1.5	x	-0.2	-3.1	3.9	-4.0	i
CNC(=O)c1cc(Nc2nnc(C)c3ccccc23)ccc1OC	8.6	8.5	-2.3	-1.4	-7.2	0.5	0.1	-1.7	4.7	i
CCCNC(=O)c1ccccc1NS(=O)(=O)c1ccc2c(c1)OCCO2	-3.2	-18.5	2.1	-0.1	-7.2	0.8	-7.8	-3.0	0.3	i
Cc1ccc(C(=O)c2sc3nc4c(cc3c2N)CCC4)cc1	2.0	-6.7	-3.1	3.9	3.3	-1.2	0.5	-1.2	-2.0	i
Cc1nc(N2CCN(c3ccccn3)CC2)c2c(C)c(C(=O)N3CCN(c4ccccc4F)CC3)sc2n1	-6.0	-5.0	9.6	3.0	-3.0	7.4	15.4	1.2	-116.3	i
Cc1ccsc1C(=O)Nc1ccc2c(c1)OCCO2	7.2	10.7	-10.5	-1.3	23.1	0.5	0.3	-3.5	1.2	i
COC(=O)c1ccc(C23CC4(C2)[C@H](CN(CC2CCCCC2)[C@@H]4c2ccccc2)C3c2ccccc2)cc1 (stereo not given in full)	16.9	4.7	-20.7	3.0	8.2	3.1	19.9	-4.2	0.9	i
CCN(C(=O)C1CCN(c2nc(-c3ccc(OC)cc3)no2)CC1)c1ccccc1	0.8	5.2	-1.2	-2.1	-9.2	-0.7	-6.5	-2.2	4.8	i
COC(=O)c1cc(NC(=O)CN2CCc3cc4c(cc3C2)OCCCO4)cc(C(=O)OC)c1	-4.8	-21.3	-26.4	-1.0	1.4	0.8	-4.6	-2.7	0.4	i
CC(=O)Nc1ccc(OCc2nnc(-c3ccccc3)o2)cc1	-0.6	-0.1	2.3	-0.7	-2.4	0.0	6.4	6.3	-0.9	i

Compounds listed so far that have an aryl thioether with sulfur outside any ring:
SMILES	DNMT1 inh	SKN-1 block	CendR NRP1 mod	STEP inh	Scp1 inh	LMPTP block	NadD block	MT1-MMP act inh	SUMO1-SIM PPI	Rpn11 inh
CC(=O)OCCCNc1cc(Sc2ccc(Cl)cc2)c2nonc2c1[N+](=O)[O-]	-5.2	7.9	-10.6	4.9	4.4	0.8	7.2	-13.9	-21.4	i
CC(Sc1nnc(-c2ccccc2F)n1C1CC1)C(=O)N1CCCC1 (stereo not given)	-0.4	-11.0	-29.0	-1.2	-5.0	-1.2	-2.2	-0.3	-2.3	i

Continuation.
SMILES	DNMT1 inh	SKN-1 block	CendR NRP1 mod	STEP inh	Scp1 inh	LMPTP block	NadD block	MT1-MMP act inh	SUMO1-SIM PPI	Rpn11 inh
CCN(Cc1cc2ccccc2[nH]c1=O)C(=O)c1cccnc1	2.6	-7.4	-6.9	1.8	-6.4	-0.2	-3.1	4.9	3.0	i
Cc1cccc(NC(=S)NCCc2ccc3c(c2)OCCO3)c1C	1.5	-18.4	13.2	-2.8	-0.7	0.9	-7.7	1.9	1.2	i
CCOc1ccc(OCC)c(NC(=O)CCNS(=O)(=O)c2cc(Br)cnc2N)c1	-0.5	10.1	5.7	-2.0	-4.7	1.2	2.7	-2.9	3.5	i
CCCC(=O)Nc1cc(-c2nn(C)c(=O)c3ccccc23)ccc1N1CCCCC1	-2.3	3.8	2.0	3.0	-10.7	1.0	-5.4	5.6	-5.2	i
O=C(/C=C/c1ccco1)N1CCCC(c2ccccc2)C1 (stereo not given)	34.3	-0.4	-19.9	-1.3	1.0	-1.1	6.6	9.7	0.5	i
Cn1c(N)c(C(=O)COC(=O)Cc2c(F)cccc2Cl)c(=O)n(C)c1=O	-0.5	-1.1	-3.4	-3.0	-5.7	-0.4	-1.6	0.2	7.8	i
c1ccc(CC2CCN(c3nc4ccccc4n4nnnc34)CC2)cc1	4.7	-8.3	-14.3	1.9	-4.5	-0.4	7.2	-1.9	0.5	i
Cc1ccc(Sc2ncccc2NC(=O)c2ccccc2Cl)cc1	-4.0	-4.7	1.4	-0.6	-5.1	2.5	-0.1	-8.9	-4.4	i
O=C(N=C1SC2CS(=O)(=O)CC2N1CCc1ccccc1)C1CCCCC1 (stereo not given)	-3.2	-10.6	9.3	-1.5	-11.0	-0.7	-5.6	-5.0	-1.5	i
O=C(Nc1cccs1)Nc1ccc(F)cc1F	-3.8	-0.4	6.8	3.6	-6.3	0.3	1.2	-1.8	3.6	i
O=C(CNC(=O)c1ccc(Br)o1)NNC(=O)COc1ccccc1Cl	-0.6	-2.9	21.9	-3.4	-7.5	-1.6	-4.2	-1.8	0.0	i
C=C1C(=O)O[C@H]2[C@H]1[C@@H](O)CC(=C)[C@@H]1CC(=O)[C@@H](C)[C@H]21	6.5	11.6	17.1	-0.1	3.1	-1.1	-1.9	-5.0	1.1	i
CC(C=Cc1ccccc1)=NNS(=O)(=O)c1ccc([N+](=O)[O-])cc1	3.5	21.6	-5.5	-3.2	-15.3	-0.5	-2.5	7.3	-36.5	i
CN(C)S(=O)(=O)c1cc(NC(=O)COC(=O)CC2CC3CCC2C3)ccc1Cl (stereo not given)	-3.7	-2.4	-4.6	0.7	-4.8	1.8	-14.4	5.5	1.5	i
CC1CCCC(C)N1C(=O)COC(=O)CNC(=O)c1ccccc1F (stereo not given)	2.6	14.7	17.2	-1.8	-2.8	-1.4	-4.7	-0.4	0.3	i
Cc1c(O)ccc2c3c(c(=O)oc12)CCCC3	4.8	6.8	-17.9	-0.5	-2.6	-1.9	8.6	-2.5	-1.0	i
Nc1ccc2c(c1)C(=O)c1ccc(Cl)cc1-2	-8.4	23.1	2.1	-0.5	-15.3	1.9	-1.5	0.9	-31.6	i
CCn1nnnc1SCC(=O)Nc1nc2ccc(OC)cc2s1	5.0	-12.4	15.9	1.1	-11.7	0.3	-8.3	-0.3	2.1	i
O=S(=O)(c1ccc(F)cc1)N1CCc2ccccc2C1	-1.6	-0.2	4.9	0.2	-16.1	0.4	-8.1	2.1	5.0	i
O=C(COC(=O)c1ncc(Cl)c(Cl)c1Cl)NCc1cccs1	1.4	4.5	-5.6	-0.1	-6.2	-1.4	-3.2	-3.0	2.7	i
COC(=O)/C(C#N)=C/c1c(N2CCN(c3cccc(Cl)c3)CC2)nc2c(C)cccn2c1=O	-1.2	1.5	-9.2	-1.3	-6.8	2.6	27.4	-6.3	0.4	i
COc1ccc(CN2C(=O)NC3(CCCc4ccccc43)C2=O)cc1F (stereo not given)	6.1	-3.6	7.9	-4.2	-4.7	0.9	-4.9	-5.3	0.4	i
O=C(NS(=O)(=O)c1ccc(Cl)cc1)c1ccccc1	-0.7	9.6	7.9	-2.3	-3.4	-0.8	-1.7	-4.4	1.7	i
Cc1ccc(S(=O)(=O)N2CCOCC2)cc1NC(=O)CSc1nnc(C2CC2)n1C1CC1	3.5	11.8	10.7	0.7	-10.4	-0.7	-1.1	0.7	-0.4	i
COC(=O)c1ccc(/C=N/N2CCN(Cc3ccc(Cl)cc3)CC2)cc1	5.2	11.0	2.8	4.2	-2.2	3.5	-0.7	2.2	-1.0	i
COC(C[C@H](O)[C@H](C)[C@H](O)COCc1ccccc1)OC	7.2	-0.1	23.6	0.1	-5.9	1.5	-2.6	0.1	-2.6	i
